Screening results: PubChem, several laboratories
PostGolgi yeast = growth inhibition of a yeast mutant, post-Golgi transport screen; post-Golgi transport phenotypic cell assay; inhibition, % at 10 µM; 0.9% of 98,000 active; AID 739;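 note: yeast cells grown in 1536-well plates; yeast grown about 18 h at 30C before absorbance read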
PTPN22 act = LYP (human) phosphatase activation; activation, % at 2 µM; Q9Y2R2; 0.11% of 96,000 active; AID 697; recombinant LYP, DiFMUP fluorescence; 0 = plate median, 100 = signal doubled;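 active = activation at 2 µM above a set limit, the mean plus 5 SD, cut at about 37% in these data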
hDAT+cocaine = human DAT dopamine uptake with cocaine, either direction; Q01959; LLC-PK1 hDAT cells, [14C]-dopamine uptake with cocaine IC80; actives deviate in either direction; B-score at 10 µM; 1.3% of 110,000 active; AID 449768;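 active = Z score or B-score, a plate-position-corrected score, falls beyond the plate's 99.7% confidence bounds, in either direction; inactive = both scores lie inside the 99.7% bounds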;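 note: scored against the spread of the other compound wells on the same plate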
CYP2C9 activ = activators of human CYP2C9; P11712; recombinant CYP2C9, luciferin-H conversion, luminescence; active compounds read high; factor 1 = untreated enzyme, 0 = blocked; activation factor at 5 µM; 1.4% of 96,000 active;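 active = activation factor of 2 or more for CYP2C9 at a 5 µM dose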;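 note: 0 = sulfaphenazole-blocked wells and 1 = vehicle-only wells; values of inactives mirror those of a sister screen read the other way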
Target sequence (P11712 whole entry, looked up): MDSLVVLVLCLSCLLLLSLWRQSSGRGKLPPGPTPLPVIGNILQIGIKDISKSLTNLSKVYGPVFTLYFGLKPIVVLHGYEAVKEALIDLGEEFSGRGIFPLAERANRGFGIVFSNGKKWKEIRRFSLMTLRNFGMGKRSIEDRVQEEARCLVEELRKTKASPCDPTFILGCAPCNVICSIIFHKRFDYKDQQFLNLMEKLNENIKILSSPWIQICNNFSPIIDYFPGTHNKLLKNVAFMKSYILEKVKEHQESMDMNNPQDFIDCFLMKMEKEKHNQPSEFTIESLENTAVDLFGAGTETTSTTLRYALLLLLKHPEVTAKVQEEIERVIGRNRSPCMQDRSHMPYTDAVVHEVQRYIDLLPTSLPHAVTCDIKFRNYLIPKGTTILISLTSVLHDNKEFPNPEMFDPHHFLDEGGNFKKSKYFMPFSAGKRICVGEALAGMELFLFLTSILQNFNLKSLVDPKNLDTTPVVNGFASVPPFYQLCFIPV
PTK2B oligo ant = blocks oligomerization of human Pyk2 in cells | AID 1347419 | 0.83% of 99,000 active | z-score (the deposit names both 25 µM and 10 µM) | Q293 cells, Pyk2 FERM NanoBiT luminescence; active compounds read low;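 active = Z-score of -3 or lower, scaled per plate to the spread of control and sample wells; inactive = z-score above -3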;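 note: negative z-score means lost luminescence so less FERM oligomerization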
CYP2C9 inhib = blocks human cytochrome P450 2C9; P11712; 20% of 96,000 active; AID 777; CYP2C9 Supersomes, luciferin-H conversion, luminescence; inhibition, % at 5 µM;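 active = blocking of liver enzyme CYP2C9 beyond about 50% at 5 µM, limit read from the data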; note: values of inactives mirror those of a sister screen read the other way
PostGolgi ctrl = inhibits growth of the yeast control strain | 5% of 98,000 active | AID 738 | inhibition, % at 10 µM | efflux-deficient yeast background strain, growth absorbance A615, 16 h
PTPN22 inh 2 = LYP (human) phosphatase inhibition | Q9Y2R2 | recombinant LYP catalytic domain, DiFMUP fluorescence | inhibition, % at 2 µM | 0.21% of 96,000 active;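 active = inhibition at 2 µM at or above a set limit, the screen mean plus 3 SD, cut at about 24% in these data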;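 note: 0% = DMSO with enzyme and 100% = enzyme fully blocked by orthovanadate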
Ecoli WT expand = blocks growth of wild type E. coli BW25113; OD600 absorbance; 0.15% of 98,000 active; growth inhibition, % at 100 µM; AID 710;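 active = growth inhibition above about 50% at one test dose, limit read from the data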;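 note: growth measured after 20 h incubation at 37 °C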
Numbers without * were called inactive; / = no result given. Cut-off read from the data, not from the text of the source, unless noted: active = inhibition above about 30%; inactive = the rest.

Letters – A = PostGolgi yeast; B = PTPN22 act; C = hDAT+cocaine; D = CYP2C9 activ; E = PTK2B oligo ant; F = CYP2C9 inhib; G = PostGolgi ctrl; H = PTPN22 inh 2; I = Ecoli WT expand
SMILES: O=C(O)Cn1cc(C(=O)c2ccco2)c2ccccc21
  A: 20 | B: -6 | C: -1.3 | D: 1.1 | E: 0.32 | F: -5 | G: -7 | H: 4 | I: 6
SMILES: Cc1nccc(-c2ccc(-n3cnc4ccccc43)cc2)n1
  A: -10 | B: 2 | C: -0.053 | D: 0.9 | E: -0.58 | F: 10 | G: -3 | H: -2 | I: 9
SMILES: O=C(C/C=N/OCc1c(Cl)cccc1Cl)c1cnc(-c2ccccc2)s1
  A: -1 | B: -2 | C: -0.17 | D: 0.6 | E: 1.1 | F: 40 | G: 5 | H: 4 | I: -13
SMILES: O=C/C(=C\Nc1ccc(Cl)cn1)c1nc2ccccc2o1
  A: / | B: 9 | C: 0.36 | D: / | E: -1.1 | F: / | G: / | H: -10 | I: /
SMILES: CCCC12CN3CC(CCC)(CN(C1)C3C(O)C(O)C(O)CO)C2=O (centres undefined)
  A: -21 | B: 1 | C: 0.95 | D: 1 | E: 1.2 | F: 4 | G: 9 | H: -3 | I: -5
SMILES: CC1CCN(S(=O)(=O)c2ccc3c(c2)oc(=O)n3CC(=O)N2CCc3ccccc3C2)CC1
  A: -13 | B: -3 | C: 0.0015 | D: 0.6 | E: / | F: 42 | G: -2 | H: 2 | I: -11
SMILES: Cc1cc2nc(-c3ccc(NC(=O)c4cccnc4)cc3)oc2cc1C
  A: -11 | B: / | C: -0.22 | D: 0.9 | E: -0.29 | F: 8 | G: 23 | H: / | I: -18
SMILES: O=C(CNC(=O)c1cccs1)NCC(=O)OCc1c(Cl)cccc1Cl
  A: -8 | B: -8 | C: 1 | D: 1.1 | E: -0.21 | F: -6 | G: 10 | H: 10 | I: -3
SMILES: Cc1cccc(NC(=O)C2CCCN(C(=O)NC3CCCCC3)C2)c1C (centres undefined)
  A: -4 | B: 6 | C: 0.67 | D: 1 | E: -0.59 | F: -2 | G: 1 | H: -5 | I: 1
SMILES: O=C(OCn1nnc2ccccc2c1=O)c1ccc(Br)o1
  A: / | B: 2 | C: 0.42 | D: / | E: 0.35 | F: / | G: / | H: 0 | I: /
SMILES: COC(=O)C1=C(C)NC(=O)NC1C1CC=CCC1 (centres undefined)
  A: -6 | B: 4 | C: -0.23 | D: 1.1 | E: 0.51 | F: -9 | G: 8 | H: -7 | I: -4
SMILES: O=C(c1ccco1)N1CCN(C(c2ccc(F)cc2)c2nnnn2CC2CCCO2)CC1 (centres undefined)
  A: 2 | B: 0 | C: 0.59 | D: 1 | E: -0.5 | F: -3 | G: 6 | H: -2 | I: 0
SMILES: O=C(O)C1[C@H]2C(=O)N(Cc3cccs3)C[C@]23C=C[C@H]1O3 (some centres undefined)
  A: 18 | B: 8 | C: -0.83 | D: 1.2 | E: 0.59 | F: -21 | G: -6 | H: -11 | I: 2
SMILES: CCCC(=O)Nc1ccc(C(=O)n2nnc3ccccc32)cc1
  A: 1 | B: 4 | C: 0.82 | D: 0.9 | E: -0.3 | F: 14 | G: 29 | H: -7 | I: -11
SMILES: COC(=O)C1=C(C(=O)OC)SC2(S1)C(C(=O)OC)=C(C(=O)OC)SC1=C2c2cc(C)cc(C)c2NC1(C)C
  A: 0 | B: -4 | C: -0.35 | D: 0.2 | E: -1.8 | F: 79* | G: 12 | H: 2 | I: -4
SMILES: OCCNCCCOc1ccc(Cl)cc1Br
  A: 7 | B: 7 | C: 0.26 | D: 1 | E: 0.39 | F: -2 | G: -1 | H: -4 | I: 17
SMILES: Cc1cc(C(=O)CSc2nnc(Cc3ccccc3)o2)c(C)n1Cc1ccc2c(c1)OCO2
  A: -4 | B: -7 | C: -0.036 | D: 0.7 | E: 1.7 | F: 34 | G: 15 | H: 3 | I: -29
SMILES: OCc1n[nH]c(CO)n1
  A: 0 | B: / | C: -1.3 | D: 0.9 | E: 0.64 | F: 11 | G: 2 | H: / | I: -3
SMILES: CCC(=O)N1CCN(CCN=CC2=C(O)CC(c3cccs3)CC2=O)CC1 (centres undefined)
  A: -3 | B: 4 | C: -0.016 | D: 1 | E: -0.27 | F: 3 | G: 1 | H: -5 | I: 5
SMILES: N#CCSc1nnc(COc2ccccc2)n1-c1ccccc1
  A: / | B: -4 | C: -0.27 | D: / | E: 0.34 | F: / | G: / | H: 1 | I: /
SMILES: CCOC(=O)c1c(NC(=O)CSc2nnc(-c3ccco3)o2)sc(C)c1C
  A: 5 | B: 0 | C: -0.51 | D: 0.5 | E: 0.38 | F: 48 | G: 7 | H: 1 | I: -5
SMILES: CCCCNC(=O)c1cc2c(-c3ccc(Cl)cc3)nn(C)c2s1
  A: -2 | B: -5 | C: -0.047 | D: 0.4 | E: / | F: 59* | G: 2 | H: 2 | I: -6
SMILES: CS(=O)CSc1nc2c(cc1C#N)CCCC2 (centres undefined)
  A: 1 | B: -1 | C: -1.7 | D: 0.9 | E: 0.34 | F: 5 | G: 0 | H: 0 | I: 4
SMILES: Cc1cc(C)n2nc(C(=O)OCC(=O)c3cc(C)n(C)c3C)nc2n1
  A: 4 | B: -6 | C: -0.56 | D: 1.7 | E: -0.15 | F: -72 | G: -3 | H: 4 | I: -4
SMILES: O=C(NC1CCCCC1)C(c1ccncc1)N(C(=O)Cn1nnc(-c2cccs2)n1)C1CCCC1 (centres undefined)
  A: -1 | B: -2 | C: -0.59 | D: / | E: 1.4 | F: / | G: 3 | H: 2 | I: -14
SMILES: COc1ccc(OC)c(C(=O)CSc2nc3c(c(=O)n(C)c(=O)n3C)n2C(C)C)c1
  A: -2 | B: 2 | C: -0.48 | D: 0.5 | E: 1.7 | F: 54* | G: 5 | H: -5 | I: -4
SMILES: O=C1CC(C(=O)N(CC2CCCO2)C(C(=O)NC2CCCCC2)c2ccncc2)CS1 (centres undefined)
  A: 11 | B: -4 | C: 0.27 | D: / | E: -0.63 | F: / | G: 2 | H: 4 | I: -8
SMILES: CCOC(=O)c1ccc(N2C(=O)CC(N3CCN(C/C=C/c4ccccc4)CC3)C2=O)cc1 (centres undefined)
  A: -1 | B: 15 | C: 0.49 | D: 1 | E: 1.4 | F: 3 | G: -7 | H: -11 | I: -2
SMILES: Fc1ccc(CSc2nnc(CN3CCOCC3)n2-c2ccccc2)c(Cl)c1
  A: -4 | B: -2 | C: 1.5 | D: 0.8 | E: 1.8 | F: 16 | G: 6 | H: 0 | I: 6
SMILES: O=C(Nc1ccccc1-c1ccccc1)NC1CCN(CC(=O)N2CCOCC2)CC1
  A: 0 | B: 4 | C: -0.31 | D: 1.2 | E: 0.78 | F: -15 | G: 24 | H: -1 | I: 0
SMILES: O=C(Cn1c(=O)oc2ccccc21)Nc1ccc(S(=O)(=O)N2CCCCC2)cc1
  A: 0 | B: 1 | C: -0.25 | D: 0.9 | E: -1.2 | F: 10 | G: 12 | H: -5 | I: -8
SMILES: CC1CCc2nn(CC(=O)N3CCCCCC3)cc2C1 (centres undefined)
  A: 1 | B: / | C: 0.051 | D: 1.1 | E: / | F: -8 | G: 4 | H: / | I: -6
SMILES: CCn1nc(C)c(NC(=O)CSc2nnc(-c3ccco3)n2C)c1C
  A: 0 | B: -4 | C: 0.46 | D: 1.2 | E: 0.25 | F: -22 | G: -3 | H: 1 | I: 6
SMILES: Cn1c(SCc2nnc(-c3ccc(F)cc3)o2)nnc1C1COc2ccccc2O1 (centres undefined)
  A: 9 | B: 5 | C: -0.81 | D: 1.6 | E: 1.5 | F: -56 | G: 4 | H: -8 | I: 8
SMILES: CCOC(=O)c1c(C)nc2ncccn12
  A: -1 | B: 4 | C: -0.068 | D: 1 | E: 0.94 | F: -4 | G: 4 | H: -7 | I: 1
SMILES: CC(C)(C)c1csc(NC(=O)CSc2nc3ccccc3c(=O)[nH]2)n1
  A: -3 | B: -2 | C: 0.09 | D: 0.1 | E: -0.53 | F: 94* | G: 12 | H: 3 | I: -2
SMILES: COc1cc(NS(=O)(=O)c2ccc(NC(C)=O)cc2)ncn1
  A: -22 | B: 1 | C: -0.56 | D: 1 | E: 1.1 | F: 3 | G: -2 | H: -2 | I: 27
SMILES: CCN1c2ccccc2-c2nc3ccccc3n2C1c1ccccn1 (centres undefined)
  A: -9 | B: -8 | C: -1.3 | D: 0.7 | E: 0.82 | F: 34 | G: 40* | H: 7 | I: -3
SMILES: COC(=O)c1sc2ncccc2c1OCc1ccc(Cl)cc1Cl
  A: -1 | B: -5 | C: -0.71 | D: 0.9 | E: 1.5 | F: 9 | G: 11 | H: 7 | I: -14
SMILES: CCOc1ccc(Nc2nc(Cc3nnc(SCC(=O)NCC4CCCO4)n3C)cs2)cc1 (centres undefined)
  A: -3 | B: 5 | C: / | D: 0.6 | E: 0.49 | F: 37 | G: -17 | H: -7 | I: 4
SMILES: O=C(O)COc1ccc(Br)cc1/C=N/O
  A: -2 | B: 4 | C: -0.91 | D: 1.2 | E: 0.15 | F: -22 | G: 1 | H: -6 | I: 8
SMILES: CN(C)c1ccc(C=NCCC2(O)CCOC(C)(C)C2)cc1 (centres undefined)
  A: -3 | B: -11 | C: -0.12 | D: / | E: -0.06 | F: / | G: 15 | H: 14 | I: -5
SMILES: COc1ccc(CCN2C(=O)C3C4CC(C5C(C(=O)N/N=C\c6ccc(Cl)cc6)=NOC45)C3C2=O)cc1OC (centres undefined)
  A: -6 | B: 1 | C: 0.34 | D: 0.5 | E: -0.75 | F: 49 | G: 4 | H: -2 | I: 12
SMILES: COc1cc(NC(=O)c2ccc(Br)o2)c(C(=O)O)cc1OC
  A: -7 | B: -1 | C: 1.2 | D: 1.1 | E: -2.4 | F: -6 | G: 8 | H: 0 | I: -14
SMILES: O=C(Nc1ccc(F)cc1)N1CCN(c2ccc3nnc(-c4ccc(F)cc4)n3n2)CC1
  A: 7 | B: 2 | C: 0.056 | D: 0.4 | E: / | F: 55* | G: 1 | H: -3 | I: 8
SMILES: CCOC(=O)c1ccc(NS(=O)(=O)c2cccc3nsnc23)cc1
  A: 0 | B: 10 | C: 0.022 | D: 0.2 | E: -1.6 | F: 78* | G: 9 | H: -15 | I: 11
SMILES: CCOc1ccc(-n2cc(C(=O)NCc3ccco3)c3cc(OC)c(OC)cc3c2=O)cc1
  A: -10 | B: 28 | C: -0.8 | D: 0.6 | E: -0.87 | F: 39 | G: 2 | H: -29 | I: -3
SMILES: COc1ccccc1N1C(=O)C2C3C=CC(C3)C2C1=O (centres undefined)
  A: 1 | B: -4 | C: 0.047 | D: 0.9 | E: 1.4 | F: 9 | G: 0 | H: 4 | I: 1
